Screening data from PubChem BioAssay.
S3 lipid droplet – qHTS Assay for Lipid Storage Modulators in Drosophila S3 Cells | Drosophila S3 cells, BODIPY lipid droplet fluorescence, 18-24 h; cells fed with added oleic acid | lipid storage change, negative = inhibition, % at the top dose, mostly 46.1 µM; hits show Potency in µM | 320,000 tested, 0.64% active; active = well fitted inhibition curve with a large enough effect in the signal ratio, with a control signal flat, not every such curve was filed as active; inconclusive = small, poorly fitted or top-dose-only effect, or effect the other way, or a change in a side signal; the % refers to the signal ratio
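Laser-scanning cytometry quantifies lipid droplet accumulation (500–530 nm total intensity; droplet/cell object ratio) in oleic acid-fed (400 uM added) Drosophila S3 cells treated with a concentration series. 20 uM Triacsin C defined 100% inhibition.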
S3 lipid droplet cell count max – recorded beside S3 lipid droplet, whose call it bears; cell number change, %; measured here: cell count max response;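 cells counted by Cell Tracker Red CMTPX staining in the red channel; peak over a dose series mostly up to 46.1 µM; percent activity relative to internal control wells on each plate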
* hit, by the source's call; i = inactive; ? = inconclusive; . = no result given. % is scaled to controls: 0 for no effect and ±100 for the full control effect; potency is read from the fitted curve at half-maximal effect.

S3 lipid droplet cell count max | S3 lipid droplet | canonical_smiles
-19 | i | O=C(CCc1c[nH]c2ccccc12)N1CCCCCCC1
1 | 19% | COc1ccccc1C1CC(c2ccccc2)=NN1C(=O)c1ccccc1 (stereo not given)
-18 | i | CCn1cc(C(=O)NCCCOC(C)C)c2cc(OC)c(OC)cc2c1=O
-9 | i | CSc1nc(C)c2c(c1C#N)CCCC2
. | ? | CCOc1ccc(-n2c(C)nc(O)c2N=Nc2ccccc2)cc1
. | ? | Cc1ccc(O)c(C(=O)c2cnn(-c3ccccc3)c2)c1
12 | -2% | CCc1ccc(-n2c(=O)c3ccccc3n3c(=S)[nH]nc23)cc1
14 | i | CC(Oc1ccc(C(=O)NCCc2ccccc2)cc1)C(=O)O (stereo not given)
9 | 0% | O=C(Cn1cnc2c(cnn2-c2ccc(Cl)cc2)c1=O)NCC1CCCO1 (stereo not given)
. | ? | COc1ccc(C(=O)N[C@H](C(=O)Nc2nc3ccccc3[nH]2)C(C)C)cc1
. | ? | Cc1nn(Cc2c(F)c(F)c(F)c(F)c2F)c(C)c1NC(=O)c1nn(C)cc1Br
. | ? | N#CC1=C(N)Oc2ccc3ccc(O)cc3c2C1c1ccsc1 (stereo not given)
13 | 3% | CC1CCN(CC(=O)Nc2ccccc2C(=O)NC2CC2)CC1
. | ? | CCC(Sc1nnc(C)c(=O)[nH]1)C(=O)Nc1cccc2ccccc12 (stereo not given)
6 | -4% | CC(C)n1c(SCC(N)=O)nc2c1c(=O)n(C)c(=O)n2C
-5 | 0% | COC(=O)C1=C(NC(=O)C(C)(C)C)CCS1
. | ? | CCCCn1nc2cc(C(=O)NCC34CC5CC(CC(C5)C3)C4)ccc2c1OCC
9 | i | Cc1cccc(NC(=O)CSc2nc3ccccc3nc2N2CC(C)OC(C)C2)c1 (stereo not given)
5 | 15% | O=C(CSC1CC(=O)N(CCc2ccccc2)C1=O)Nc1ccc(Cl)cc1 (stereo not given)
-13 | 10% | Cc1ccc(C(=O)C(OC(=O)CNS(=O)(=O)c2ccccc2)c2ccccc2)cc1 (stereo not given)
-4 | -2% | COc1ccc(/C=N/Nc2nc(-c3ccc(C)cc3)c(NC(C)=O)s2)cc1
. | ? | O=C(O)CNS(=O)(=O)c1ccc(F)cc1
. | ? | COc1cccc(C2CC(c3cccc(Br)c3)n3ncnc3N2)c1 (stereo not given)
. | 0% | CC(C)=CC(=O)OCC(=O)Nc1ccccc1Cl
. | ? | Cc1ccc(NC(=O)COC(=O)c2cc(Cl)ccc2Cl)c(Br)c1
. | ? | CCc1sc(C(C2C(=O)CC(C)(C)CC2=O)C2C(=O)CC(C)(C)CC2=O)cc1[N+](=O)[O-]
25 | 16% | COc1ccc(Nc2nc(C)nc3c2oc2ccccc23)c(OC)c1
. | ? | CC1(C)CC(=O)c2cnc3c(C#N)cnn3c2C1
. | ? | COc1ccc(CCN2C(=O)CC(N3CCN(C/C=C/c4ccccc4)CC3)C2=O)cc1OC (stereo not given)
5 | 3% | COc1c(F)c(F)c(C(=O)O)c(Nc2cccc(C)c2)c1F
-11 | i | Cc1c(OCC(=O)N2CCC(C(=O)NCCCC(=O)O)CC2)ccc2c1oc(=O)c1ccccc12
-5 | -1% | CC(=O)NC1C(Oc2ccc(C)cc2)OC2COC(c3ccco3)OC2C1O (stereo not given)
. | ? | O=C(O)COc1ccc(S(=O)(=O)c2ccc(OCC(=O)O)cc2)cc1
17 | 1% | C=CCN1CCN(c2ccncc2S(=O)(=O)N2CCCCC2)CC1
. | ? | CCNc1nc(NCC)n2c(SCC(=O)Nc3cc(Cl)ccc3OC)nnc2n1
-12 | -2% | Cn1c(Cn2c(=O)sc3ccccc32)nnc1SCC(=O)Nc1ccc(Cl)cc1
. | ? | COc1cc(/C=C/c2ccc3cccc(O)c3n2)c(Br)cc1O
8 | 2% | Clc1ccc(C2CC(c3cccs3)n3ncnc3N2)c(Cl)c1 (stereo not given)
5 | -14% | O=C(C1CCN(c2nnc(-n3cccc3)s2)CC1)N1CCc2ccccc2C1
. | ? | Cc1nnn(C23CC4CC(CC(CC(=O)Nc5ccc(C)c(C)c5)(C4)C2)C3)n1
-14 | 3% | O=C(NC(=S)N1CCN(Cc2ccc3c(c2)OCO3)CC1)c1ccc(Cl)cc1
. | ? | CCC(c1nnnn1C1CCCC1)N(Cc1cccs1)Cc1cc2cc(C)ccc2[nH]c1=O (stereo not given)
6 | -20% | O=C(NCC1CCCCC1)c1ccccc1[N+](=O)[O-]
20 | 7% | CCOC(=O)CSc1nc2ccccc2c(=O)n1CCC(=O)NCCc1ccc(OC)c(OC)c1
-17 | 7% | COc1ccc(/C=C/C(=O)Nc2sc3c(c2C(=O)NCc2cccnc2)CCCC3)cc1
8 | -29% | Cn1cc(CNC(=O)COc2ccc(Cl)cc2Cl)cn1
. | ? | CCOc1cc(/C=N/Nc2nc(N3CCCC3)nc(N3CCCC3)n2)ccc1O
. | ? | COCc1c(C(=O)N/N=C\c2ccccn2)nnn1-c1nonc1N

Next part, overlapping the part above by two compounds.
S3 lipid droplet cell count max | S3 lipid droplet | canonical_smiles
. | ? | CCOc1cc(/C=N/Nc2nc(N3CCCC3)nc(N3CCCC3)n2)ccc1O
. | ? | COCc1c(C(=O)N/N=C\c2ccccn2)nnn1-c1nonc1N
. | ? | Cn1c(C2CCCCC2)nc2cc(N)ccc21
-4.3* | 12µM* | CC(C)(C)C(=O)NCCN1C(=O)S/C(=C\c2ccc([N+](=O)[O-])cc2)C1=O
. | ? | Cc1cccn2c(=O)c3cc(C(=O)NC4CCCC4)c(=N)n(C4CCCCC4)c3nc12
. | i | CCc1ccccc1NC(=O)c1ccc2c(O)c(S(=O)(=O)c3ccc(OC)cc3)c(=O)[nH]c2c1
9 | 8% | C=C(C(=O)c1ccccc1)C(C(=C)C(=O)c1ccccc1)c1ccc(OC)cc1
21 | 2% | Cc1nc2c(=O)n(-c3ccc(F)cc3F)nc(C)c2s1
. | ? | CCOCCCN(C)C1CCN(C(=O)c2oc3ccccc3c2NC(=O)c2ccc(F)cc2)CC1
1 | -1% | Cc1cccc(C(=O)Oc2ccccc2/C=N/NC(=O)c2ccc(NC(=O)C(C)(C)C)cc2)c1
. | i | COCCn1c(=S)[nH]c2cc(C(=O)N3CCc4ccccc43)ccc2c1=O
-2 | -3% | OCCn1nc(-c2ccccc2)cc1-c1ccccc1
9 | 0% | CCOC(=O)CC(=O)NC1(Cc2ccc(O)cc2)CCCCC1
14 | -6% | O=C1C2CC=CCC2C(=O)N1c1cccc(OS(=O)(=O)c2ccc3ccccc3c2)c1 (stereo not given)
11 | 15% | O=C(N=C1c2ccccc2CN1c1cccc(Cl)c1)c1cccnc1
1 | -3% | c1ccc(N2CCN(CCc3nnc4n3CCCCC4)CC2)cc1
5 | 24% | O=C(NCCCc1ccccc1)c1cc(COc2c(F)cccc2F)on1
. | ? | CCOc1nc2ccccc2nc1NS(=O)(=O)c1ccccc1
. | ? | COC(=O)c1ccccc1NC(=O)CSc1nnnn1-c1ccc(C)cc1C
. | ? | COc1cccc(OCc2cc(C(=O)N3CCCC3c3ccccn3)no2)c1 (stereo not given)
. | ? | CCOc1cc(C2C(C(=O)OC)=C(C)N=C3SC(C)C(=O)N32)ccc1OC(C)=O (stereo not given)
. | ? | Cc1ccc(NC(=O)CSCC(=O)N2CCN(c3cccc(C(F)(F)F)c3)CC2)cc1
-15 | -19% | O=C(Cc1ccccc1)NNC(=O)c1ccccc1C(=O)O
. | i | O=C(C1CC(=O)N(c2ccccc2)C1)N1CCN(C2=NS(=O)(=O)c3ccccc32)CC1 (stereo not given)
. | ? | CCn1c2ccccc2c2cc(NC(=O)COC(=O)c3ccc(O)cc3)ccc21
11 | 8% | Cc1cc(-c2ccc(S(=O)(=O)N3CCc4ccccc4C3)s2)on1

Sorted by molar mass (highest first): some entries from above
S3 lipid droplet cell count max | S3 lipid droplet | canonical_smiles
. | ? | CCOCCCN(C)C1CCN(C(=O)c2oc3ccccc3c2NC(=O)c2ccc(F)cc2)CC1
1 | -1% | Cc1cccc(C(=O)Oc2ccccc2/C=N/NC(=O)c2ccc(NC(=O)C(C)(C)C)cc2)c1
. | ? | Cc1ccc(NC(=O)CSCC(=O)N2CCN(c3cccc(C(F)(F)F)c3)CC2)cc1
. | i | O=C(C1CC(=O)N(c2ccccc2)C1)N1CCN(C2=NS(=O)(=O)c3ccccc32)CC1 (stereo not given)
14 | -6% | O=C1C2CC=CCC2C(=O)N1c1cccc(OS(=O)(=O)c2ccc3ccccc3c2)c1 (stereo not given)
. | ? | COC(=O)c1ccccc1NC(=O)CSc1nnnn1-c1ccc(C)cc1C
. | ? | CCn1c2ccccc2c2cc(NC(=O)COC(=O)c3ccc(O)cc3)ccc21
9 | 8% | C=C(C(=O)c1ccccc1)C(C(=C)C(=O)c1ccccc1)c1ccc(OC)cc1
. | i | COCCn1c(=S)[nH]c2cc(C(=O)N3CCc4ccccc43)ccc2c1=O
5 | 24% | O=C(NCCCc1ccccc1)c1cc(COc2c(F)cccc2F)on1
11 | 8% | Cc1cc(-c2ccc(S(=O)(=O)N3CCc4ccccc4C3)s2)on1
11 | 15% | O=C(N=C1c2ccccc2CN1c1cccc(Cl)c1)c1cccnc1
. | ? | CCOc1nc2ccccc2nc1NS(=O)(=O)c1ccccc1
1 | -3% | c1ccc(N2CCN(CCc3nnc4n3CCCCC4)CC2)cc1
9 | 0% | CCOC(=O)CC(=O)NC1(Cc2ccc(O)cc2)CCCCC1
-15 | -19% | O=C(Cc1ccccc1)NNC(=O)c1ccccc1C(=O)O
21 | 2% | Cc1nc2c(=O)n(-c3ccc(F)cc3F)nc(C)c2s1
-2 | -3% | OCCn1nc(-c2ccccc2)cc1-c1ccccc1

The listing continues.
S3 lipid droplet cell count max | S3 lipid droplet | canonical_smiles
. | ? | CC1(C)C[C@@H]2C[C@@](C)(CN2C(=O)c2cc(COc3cccc(C(F)(F)F)c3)on2)C1
-6 | 5% | COc1ccc(/C=C2/NC(=O)CNC2=O)cc1
. | ? | O=C(N/N=C/c1ccccc1O)c1cc(=O)[nH]c2ccccc12
. | ? | Cc1cc(NC(=O)C(C)SCC(=O)OCC(=O)Nc2c(C)cccc2C(C)C)no1 (stereo not given)
-10 | -6% | CCOC(=O)c1c(C)n(-c2ccc(OC)cc2)c2c(C/C(C)=N/O)c(Br)c(OC)c(O)c12
. | ? | CN1CCN(C(=S)NC(=O)c2ccccc2Br)CC1
-6 | 17% | COc1ccc2[nH]c(C)c(C(=O)CN3CCc4cc(OC)c(OC)cc4C3)c2c1
-37 | -16% | O=C(c1cccc(N2C(=O)C3C4C=CC(C4)C3C2=O)c1)N1CCCc2ccccc21 (stereo not given)
. | i | Cc1ccc(Sc2nc(-c3ccccc3)nnc2C(F)(F)F)cc1
1 | 1% | COC(=O)c1sccc1NC(=S)Nc1ccccc1
0 | -9% | N#Cc1ccc(Oc2c(Cl)cncc2Cl)cc1
20 | 43% | Cc1ccc(Cn2c(N)nc3ccccc32)cc1
-24 | i | O=C(NNC(=S)Nc1ccc(Cl)cc1)c1ccccc1
-15 | 1% | Cc1nn(Cc2ccccc2Cl)c(C)c1NC(=O)c1noc2c1CCCCC2
. | ? | COC(=O)c1ccc(OCCOCCOc2cccc3ccc(C)nc23)cc1
-14 | 10% | Cc1ccc(C)c(NC(=O)CCc2nnc3ccc(N4CCCCC4)nn23)c1
1 | 2% | COc1cc2c(c(OC)c1OC)-c1ccc(NC(=O)c3ccccc3)c(=O)cc1[C@@H](NC(C)=O)CC2
. | ? | Cc1cc(C)c2[nH]c(=O)c(CN(Cc3ccco3)C(=S)NCC3CCCO3)cc2c1 (stereo not given)
. | ? | S=C(c1ccc(-c2ccccc2Cl)o1)N1CCCCC1
2 | 3% | Cc1[nH]c(C)c(S(=O)(=O)Nc2ccccc2Cl)c1C(=O)N1CCCC1
25 | i | CCN1C(=O)[C@H]2[C@@H](c3ccc(Cl)cc3)N3C(=O)CN(CC4CC4)C(=O)[C@@]3(Cc3ccccc3)[C@H]2C1=O
. | ? | COC(=O)[C@@H](C)NC(=O)c1ccc2oc(CCc3ccccc3)nc2c1
14 | 10% | O=C(c1ccc(Cl)c(S(=O)(=O)N2CCCC2)c1)N1CCOCC1
. | ? | CCC1C(c2ccccc2)N(C)C(c2ccccc2)CC1(O)c1ccccc1 (stereo not given)
. | ? | Cc1ccc(S(=O)(=O)c2nc(-c3ccco3)oc2SC(C)C)cc1
. | ? | COc1ccccc1-c1noc(CCCC(=O)N2CCOCC2)n1
16 | 5% | Cc1ccc2nc(N3CCN(Cc4nnnn4C4CCCC4)CC3)c(C#N)cc2c1
-4 | i | CCOC(=O)c1cc2nc(-c3ccccc3)cc(C)n2n1
. | ? | CCc1ccc(N2CC(C(=O)OCC(=O)c3c(N)n(CC(C)C)c(=O)n(C)c3=O)CC2=O)cc1 (stereo not given)
. | ? | CCN(CC(=O)NCc1cccnc1)S(=O)(=O)c1ccc(OC)cc1
29 | -4% | COC(=S)N/C(=N\S(=O)(=O)c1ccc(Cl)cc1)c1ccccc1
18 | -12% | Cc1cccc(C(=O)NCCN(C)C)c1
-1 | -2% | O=C(NCc1ccc(F)cc1)C(c1ccncc1)N(C(=O)c1csnn1)C1CC1 (stereo not given)
2 | -1% | CCOC(=O)c1oc2c(CN3CCCCC3C)c(O)ccc2c(=O)c1-c1ccc(OC)c(OC)c1 (stereo not given)
3 | i | COc1ccc(-n2c(C)ccc2C)c([N+](=O)[O-])c1
. | ? | COc1ccc(S(=O)(=O)n2nc(-c3ccc(Cl)cc3)cc2N)cc1OC
-13 | 25% | Cc1cc(C)n2nc(C(=O)OCC(=O)c3ccc(F)cc3)nc2n1
. | ? | O=C(CCCCC(=O)NNC(=O)COc1ccccc1)NNC(=O)COc1ccccc1

These rows are one share of the data. The share of hits here may be higher or lower than overall.
